KB-3-1 tox – qHTS assay for MDR1-selective chemotherapeutics: Primary screen using the parental adenocarcinoma cell KB-3-1; KB-3-1 viability, CellTiter-Glo ATP luminescence, 72 h; Potency, µM (highest dose often 46.1 µM), for inactives: top-dose activity change, negative = cytotoxic, hits mostly cytotoxic; 1.4% of 400,000 active; note: potency is the fitted concentration of half-maximal effect; % is set by controls: 0 for no effect and ±100 for the full control effect; nearly all actives have a fitted effect of over 60% in size
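Parental KB-3-1 adenocarcinoma cells in phenol-red-free DMEM with 10% FBS were pin-treated with compounds at several concentrations, incubated 72 h at 37 °C, and viability read by CellTiter-Glo luminescence; concentration-effect curves were fitted after normalization.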
KB-V1 cytotox – qHTS assay for MDR1-selective chemotherapeutics: Primary screen using the drug-selected MDR subline cells KB-V1. KB-V1 MDR cells viability, CellTiter-Glo, 72 h. 3.4% of 400,000 active. Potency, µM (doses to about 46.1 µM), inactives show at the highest dose activity change, negative = cytotoxicity, hits mostly cytotoxic; note: potency is the fitted concentration of half-maximal effect; % is set by controls: 0 for no effect and ±100 for the full control effect; nearly all actives have a fitted effect of over 60% in size
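Cytotoxicity toward P-gp-expressing KB-V1 cells was determined as loss of CellTiter-Glo luminescence after 72 h at 37 degrees C. Compounds were tested in quantitative HTS format across a concentration range, with curves fitted to normalized data.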
MCF10A rereplic – A quantitative high throughput screen for small molecules that induce DNA re-replication in MCF 10a normal breast cells. MCF 10A DNA re-replication, Hoechst nuclear intensity, 48 h. Potency, µM (highest dose often 46.1 µM), for the others: top-dose activity, positive = re-replication, actives largely listed as activators. 2.9% of 350,000 active. AID 624296, 2012; note: potency is the fitted concentration of half-maximal effect; % of control where 0% means no effect; nearly all actives have a fitted effect of over 50% in size
HT1080 IDH1KD tx – qHTS for induction of synthetic lethality in tumor cells producing 2HG: qHTS for the HT-1080-IDH1KD cell line. HT-1080 IDH1 knockdown viability, ATP luminescence, 48 h. Potency, µM (top dose mostly 46.1 µM), without a hit: at the highest dose activity, negative = toxicity, hits mostly cytotoxic. 2% of 360,000 active;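 note: potency is the fitted concentration of half-maximal effect; 0% = DMSO wells and -100% = cell-free medium wells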
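% activity derives from luminescence (CellTiter-Glo), normalised to DMSO and no-cell wells. HT-1080-IDH1KD cells, 750/well, had 48 h compound exposure at 37 °C.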
ATXN2 expr inh – Primary qHTS for Inhibitors of ATXN expression; HEK-293 ATXN2-luciferase reporter, luminescence, 24 h; Potency, µM (series often up to 57 µM), for inactives: top-dose activity change, negative = inhibition, hits mostly inhibitors; 0.72% of 360,000 active; AID 1745845, 2022; note: potency is the fitted concentration of half-maximal effect; % is set by controls: 0 for no effect and ±100 for the full control effect; nearly all actives have a fitted effect of over 55% in size
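qHTS (up to 57 uM final) was run with 24 h compound exposure of reporter cells at 37 °C. Each well was multiplexed: SteadyGlo luminescence measured ATXN2-luciferase expression after a fluorogenic Gly-Phe-AFC viability readout (25 uM final).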
IL-1B inflam inh – qHTS for Inhibitors of Inflammasome Signaling: IL-1-beta AlphaLISA Primary Screen; THP-1 LPS/ATP IL-1B secretion, AlphaLISA, 16 h; active compounds read low; activity change, % at 57.5 µM; 4.7% of 360,000 active; AID 743279, 2014; in the data active = activity change below about -50%; inconclusive = mostly about -30% to -49%; note: % is set by controls: 0 for no effect and ±100 for the full control effect
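THP-1 cells pretreated 1 hr with compounds (up to 57.5 uM final), then stimulated with LPS (250 ng/mL final) plus ATP (1.25 mM final); secreted IL-1B measured by AlphaLISA after 16 hr, decreased signal indicating inhibition.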
S2 tox – Viability Counterscreen for Primary qHTS for Inhibitors of ATXN expression; AID 651635, 2014; 0.49% of 400,000 active; S2 cells (HEK-293 line with an ATXN2-luciferase reporter) viability, CellTiter-Fluor protease fluorescence, 24 h; Potency, µM (top dose mostly 56.7 µM), hits mostly cytotoxic; note: potency is the fitted concentration of half-maximal effect; nearly all actives have a fitted effect of over 40% in size
HT1080NT lethal – qHTS for induction of synthetic lethality in tumor cells producing 2HG: qHTS for the HT-1080-NT fibrosarcoma cell line; HT-1080-NT fibrosarcoma viability, CellTiter-Glo ATP luminescence, 48 h; Potency, µM (doses to about 46.1 µM), without a hit: at the highest dose activity, negative = less viability, most hits filed as cytotoxic; 1.6% of 360,000 active; AID 686970, 2013;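 note: NT is the 2HG producing partner of a matched IDH1 knockdown line; potency is the fitted concentration of half-maximal effect; 0% = DMSO-treated cells and -100% = media-only wells without cells; nearly all actives have a fitted effect of over 55% in size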
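HT-1080-NT fibrosarcoma cells (2HG-overproducing), 750 cells/well in RPMI with 5% FBS, dosed after 2 h and incubated 48 h at 37C. CellTiter-Glo luminescence normalized to DMSO and no-cell wells; concentration-response curves fitted and classed.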
SW480 rereplic – A quantitative high throughput screen for small molecules that induce DNA re-replication in SW480 colon adenocarcinoma cells; SW480 DNA re-replication, Hoechst DNA content imaging, 48 h; Potency, µM (top dose mostly 46.1 µM), inactives show at the highest dose re-replication activation, most hits filed as activators; 1.8% of 340,000 active; note: potency is the fitted concentration of half-maximal effect; % of control where 0% means no effect; nearly all actives have a fitted effect of over 55% in size
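Compounds, transferred as 23 nL by pin tool, were incubated with cells for 48 hr; DNA content per nucleus was then quantified by Hoechst staining and fluorescence plate imaging.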
An asterisk follows results filed as active; [ ] = remark or other dose. Unless noted, calls come from the whole dose curve; as a rule, active = well fitted curve in the direction sought with a large enough effect; inconclusive = small, poorly fitted or top-dose-only effect, or another doubt; inactive = no such curve, though single readings can be large; an effect the other way counts as inactive or inconclusive. Not a hit list. About 11% of those tested had a hit in this group.

For Cc1cccc(SCC(=O)Nc2ccccc2[N+](=O)[O-])c1 the results were KB-3-1 tox 1%, KB-V1 cytotox -10%, MCF10A rereplic 5%, HT1080 IDH1KD tx -4%, ATXN2 expr inh 4%, IL-1B inflam inh -9, S2 tox inactive, HT1080NT lethal 9% and SW480 rereplic 5%.
For Cc1nc(-c2ccc(Br)cc2)ccc1C(=O)O the results were KB-3-1 tox 10%, KB-V1 cytotox 23%, MCF10A rereplic 1%, HT1080 IDH1KD tx 7%, ATXN2 expr inh -7%, IL-1B inflam inh -5, S2 tox inconclusive, HT1080NT lethal 8% and SW480 rereplic -5%.
`Cc1cc(C(=O)N2CCN(c3ccc([N+](=O)[O-])cc3)CC2)co1` gave KB-3-1 tox -2%, KB-V1 cytotox -29%, MCF10A rereplic 3%, HT1080 IDH1KD tx -2%, ATXN2 expr inh 0%, IL-1B inflam inh -5, S2 tox inactive, HT1080NT lethal -1% and SW480 rereplic 3%.
For COc1cccc(-c2nc(CS(=O)(=O)CC(=O)NCc3ccccc3)c(C)o2)c1 the results were KB-3-1 tox 0%, KB-V1 cytotox 0%, MCF10A rereplic -2%, HT1080 IDH1KD tx -1%, ATXN2 expr inh -18%, IL-1B inflam inh -7, S2 tox inconclusive, HT1080NT lethal 0% and SW480 rereplic 1%.
Screening CS(=O)(=O)c1ccc(Cl)c(NC(=O)COC(=O)CNC(=O)c2ccccc2)c1 returned KB-3-1 tox -2%, KB-V1 cytotox 14%, MCF10A rereplic 2%, HT1080 IDH1KD tx 14%, ATXN2 expr inh -13%, IL-1B inflam inh 3, S2 tox inconclusive, HT1080NT lethal 20% and SW480 rereplic 1%.
`COC(=O)C1=C(C)N(Cc2ccccc2)C(=NCc2cccc(C(F)(F)F)c2)N[C@H]1c1cccc(C(F)(F)F)c1` gave KB-3-1 tox inconclusive, KB-V1 cytotox inconclusive, MCF10A rereplic 3.7µM*, HT1080 IDH1KD tx inconclusive, ATXN2 expr inh 28µM*, IL-1B inflam inh -101*, S2 tox 18µM*, HT1080NT lethal inconclusive and SW480 rereplic 28%[9.22 µM].
For Cc1ccc(NS(=O)(=O)c2ccc3c(c2)n(C)c(=O)n3C)cc1 the results were KB-3-1 tox inconclusive, KB-V1 cytotox -6%, MCF10A rereplic 13%, HT1080 IDH1KD tx 2%, ATXN2 expr inh 4%, IL-1B inflam inh -12, S2 tox inactive, HT1080NT lethal 0% and SW480 rereplic -12%.
O=C(NCc1ccc2c(c1)OCO2)c1ccc(-c2ccc(Cl)cc2)o1 was read as KB-3-1 tox 2%, KB-V1 cytotox -17%, MCF10A rereplic 29%, HT1080 IDH1KD tx inconclusive, ATXN2 expr inh 2%, IL-1B inflam inh 4, S2 tox inactive, HT1080NT lethal inconclusive and SW480 rereplic 20%.
CCN(CC(=O)NC1CC1)S(=O)(=O)c1ccc(OC)cc1 was read as KB-3-1 tox 7%, KB-V1 cytotox inconclusive, MCF10A rereplic 4%, HT1080 IDH1KD tx 14%, ATXN2 expr inh 3%, IL-1B inflam inh 2, S2 tox inactive, HT1080NT lethal 8% and SW480 rereplic inconclusive.
CS(=O)(=O)c1ccc(C(=O)NC2CCCc3ccccc32)cc1 (stereo not drawn) was read as KB-3-1 tox -7%, KB-V1 cytotox 1%, MCF10A rereplic -1%, HT1080 IDH1KD tx 19%, ATXN2 expr inh -13%, IL-1B inflam inh -10, S2 tox inactive, HT1080NT lethal 11% and SW480 rereplic 0%.
For Cc1ccc(CNC(=O)Cn2c(=O)n(-c3ccccc3)c(=O)c3c2c2cc(C)ccc2n3C)cc1 the results were KB-3-1 tox 0%, KB-V1 cytotox 2%, ATXN2 expr inh -1% and S2 tox inactive.
COc1ccc(-c2nnc(SCC(=O)NCc3ccco3)o2)cc1 was read as KB-3-1 tox 6%, KB-V1 cytotox -4%, MCF10A rereplic -5%, HT1080 IDH1KD tx -1%[9.24 µM], ATXN2 expr inh 5%, IL-1B inflam inh 16, S2 tox inactive, HT1080NT lethal 2% and SW480 rereplic 11%.
For Cc1ccc2nc(NCCCO)[nH]c2c1 the results were KB-3-1 tox 10%, KB-V1 cytotox 14%, MCF10A rereplic -2%, HT1080 IDH1KD tx 13%, ATXN2 expr inh 8%, IL-1B inflam inh 16, S2 tox inactive, HT1080NT lethal 14% and SW480 rereplic 0%.
Screening Cc1[nH]c2ccc(C(=O)OCC(=O)Nc3cccc(S(N)(=O)=O)c3)cc2c1C returned KB-3-1 tox 2%, KB-V1 cytotox 0%, MCF10A rereplic 6%, HT1080 IDH1KD tx 1%, IL-1B inflam inh 4, S2 tox inactive, HT1080NT lethal 0% and SW480 rereplic -1%.
For Cc1nc2c(-c3ccccc3)c(C)nn2c(C)c1CCC(=O)NCc1ccc(Cl)cc1 the results were KB-3-1 tox 5%, KB-V1 cytotox 2%, ATXN2 expr inh 12% and S2 tox inactive.
Screening Cc1ccccc1OCCC(=O)Nc1c(C)n(C)n(-c2ccccc2)c1=O returned KB-3-1 tox 3%, KB-V1 cytotox -11%, MCF10A rereplic 6%, HT1080 IDH1KD tx 1%, ATXN2 expr inh 3%, IL-1B inflam inh 15, S2 tox inactive, HT1080NT lethal 0% and SW480 rereplic -3%.
`CCOC(=O)c1ccc(Nc2sc(C(=O)c3cccc([N+](=O)[O-])c3)c(N)c2C#N)cc1` gave KB-3-1 tox inconclusive, KB-V1 cytotox -5%, MCF10A rereplic inconclusive, HT1080 IDH1KD tx inconclusive, IL-1B inflam inh 1, S2 tox inconclusive, HT1080NT lethal -18% and SW480 rereplic inconclusive.
For Cc1ccc(-c2nc(C#N)c(N3CCC(C(N)=O)CC3)o2)cc1 the results were KB-3-1 tox -16%, KB-V1 cytotox 17%, MCF10A rereplic 14%, HT1080 IDH1KD tx -1%, ATXN2 expr inh -16%, IL-1B inflam inh -30, S2 tox inactive, HT1080NT lethal -3% and SW480 rereplic -3%.
COc1cc(/C=N/N=C(\N)c2nonc2N)cc(OC)c1O was read as KB-3-1 tox -8%, KB-V1 cytotox 0%, MCF10A rereplic 0%, HT1080 IDH1KD tx 12%, ATXN2 expr inh 39%[activator], IL-1B inflam inh -8, S2 tox inactive, HT1080NT lethal -18% and SW480 rereplic 1%.
`O=c1cc(Cl)[nH]n(-c2ccccc2)c1=O` gave KB-3-1 tox 13%, KB-V1 cytotox inconclusive, MCF10A rereplic 3%, HT1080 IDH1KD tx 6%, ATXN2 expr inh 6%, IL-1B inflam inh 0, S2 tox inactive, HT1080NT lethal 8% and SW480 rereplic -46%[inhibitor].
`COc1ccccc1NC(=S)NC1CCCCC1` gave KB-3-1 tox 11%, KB-V1 cytotox -8%, MCF10A rereplic -1%, HT1080 IDH1KD tx 15%, ATXN2 expr inh 11%, IL-1B inflam inh -16, S2 tox inactive, HT1080NT lethal 5% and SW480 rereplic 0%.
COc1ccc(CCNC(=O)c2cc3c(=O)n4ccccc4nc3n(CCN3CCOCC3)c2=N)cc1 was read as KB-3-1 tox -28%, KB-V1 cytotox -21%, MCF10A rereplic 21µM*, HT1080 IDH1KD tx -8%, ATXN2 expr inh inconclusive, IL-1B inflam inh -9, S2 tox inactive, HT1080NT lethal -15% and SW480 rereplic 23µM*.
Screening COc1ccccc1/C=C/C(=O)NC(=S)NCC1CCCO1 (stereo not drawn) returned KB-3-1 tox -17%, KB-V1 cytotox inconclusive, MCF10A rereplic 1%, HT1080 IDH1KD tx 0%, ATXN2 expr inh 11%, IL-1B inflam inh -62*, S2 tox inactive, HT1080NT lethal 3% and SW480 rereplic -3%.
N#Cc1ccc(S(=O)(=O)N2CCCCC2c2cc(C(=O)NCc3cccnc3)no2)cc1 (stereo not drawn) was read as KB-3-1 tox 0%, KB-V1 cytotox 3%, HT1080 IDH1KD tx 3%, ATXN2 expr inh 3%, IL-1B inflam inh -2, S2 tox inactive and HT1080NT lethal 3%.
CCOC(=O)C1CCCN(C2CC(=O)N(c3cccc(C)c3)C2=O)C1 (stereo not drawn) was read as KB-3-1 tox 1%, KB-V1 cytotox 13%, MCF10A rereplic -9%, HT1080 IDH1KD tx -30%, ATXN2 expr inh 2%, IL-1B inflam inh 7, S2 tox inactive, HT1080NT lethal 4% and SW480 rereplic 0%.
`CCOC(=O)C(C)Sc1nc(N)c(NC(=O)c2ccc(OC)c(OC)c2)c(=O)[nH]1` (stereo not drawn) gave KB-3-1 tox 10%, KB-V1 cytotox 6%, MCF10A rereplic 1%, HT1080 IDH1KD tx 6%, ATXN2 expr inh 3%, IL-1B inflam inh 13, S2 tox inactive, HT1080NT lethal 12% and SW480 rereplic -4%.
Screening CO/N=C/C(=N\Nc1ccc(OC)cc1)C(=O)c1ccc(OC)cc1 returned KB-3-1 tox inconclusive, KB-V1 cytotox 12µM*, MCF10A rereplic 14%, HT1080 IDH1KD tx 3%, ATXN2 expr inh -13%, IL-1B inflam inh -28, S2 tox inactive, HT1080NT lethal 9% and SW480 rereplic inconclusive.

Random excerpt: two records from the list
CCOC(=O)C1CCCN(C2CC(=O)N(c3cccc(C)c3)C2=O)C1 (stereo not drawn) was read as KB-3-1 tox 1%, KB-V1 cytotox 13%, MCF10A rereplic -9%, HT1080 IDH1KD tx -30%, ATXN2 expr inh 2%, IL-1B inflam inh 7, S2 tox inactive, HT1080NT lethal 4% and SW480 rereplic 0%.
`CCOC(=O)C(C)Sc1nc(N)c(NC(=O)c2ccc(OC)c(OC)c2)c(=O)[nH]1` (stereo not drawn) gave KB-3-1 tox 10%, KB-V1 cytotox 6%, MCF10A rereplic 1%, HT1080 IDH1KD tx 6%, ATXN2 expr inh 3%, IL-1B inflam inh 13, S2 tox inactive, HT1080NT lethal 12% and SW480 rereplic -4%.
